# POLI inh: inhibitors of human DNA polymerase iota; Q9UNA4; Pol iota fluorescent replication assay, 10 min; Potency, µM (titrated, usually from 115 µM), inactives show top-dose activity, negative = inhibition, most hits filed as inhibitors; 1% of 390,000 active; further: potency means the concentration at half of the fitted maximal effect
#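 Pol iota at 10 nM preincubated 15 min with compounds at room temperature; reaction started with fluorescent substrate, 50 nM final. Fluorescence read kinetically at 0 and 10 min; buffer-only wells as negative control.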
# Pol beta inh: DNA polymerase beta (human) inhibition; Pol beta primer extension/strand displacement, fluorescence kinetic; P06746; Potency, µM (titrated, usually from 114 µM), for inactives: at the top dose activity change, negative = inhibition, actives largely listed as inhibitors; 1.3% of 340,000 active; further: potency means the concentration at half of the fitted maximal effect; on the % scale 0 is the no-effect control and ±100 the full control effect
#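 Pol beta (10 nM) and compounds were preincubated 15 min at room temperature, then 50 nM substrate (final) started primer extension/strand displacement. Reads were taken at 0 and 10 min; concentration-response data were fitted to a four-parameter Hill equation.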
# TRHR ag: agonists of human TRH receptor. activation, % at 2 µM. P34981. 0.18% of 360,000 active. TRHR cells, calcium flux fluo-8, FDSS agonist mode; in the data active means activation above about 30%; further: 0% is about no effect
# Target sequence (P34981 whole entry, looked up): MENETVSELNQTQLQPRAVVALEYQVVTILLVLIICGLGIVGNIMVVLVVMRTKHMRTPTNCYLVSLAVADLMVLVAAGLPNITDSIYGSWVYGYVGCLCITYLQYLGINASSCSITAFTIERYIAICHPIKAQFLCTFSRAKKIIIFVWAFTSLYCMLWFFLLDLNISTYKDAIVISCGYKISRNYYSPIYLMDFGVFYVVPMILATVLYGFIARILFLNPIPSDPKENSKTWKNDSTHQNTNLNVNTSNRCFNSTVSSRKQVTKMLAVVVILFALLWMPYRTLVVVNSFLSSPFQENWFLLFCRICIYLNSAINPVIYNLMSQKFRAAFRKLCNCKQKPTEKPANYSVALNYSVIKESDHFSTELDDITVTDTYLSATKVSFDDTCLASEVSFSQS
#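 Agonist-mode FDSS calcium read (Ex 480/Em 530, 1 s cycles) in 1536-well TRHR cells with fluo-8 dye, after 10-cycle baseline and 23 nL compound addition; TRH at EC20 (10 nM final) added afterwards for the enhancer phase.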
# POLK inh: inhibitors of human DNA polymerase kappa; Q9UBT6; purified Pol kappa, fluorescent DNA synthesis assay, 10 min; Potency, µM (doses to about 107 µM), inactives show at the highest dose activity, negative = inhibition, usual class: inhibitors; 0.53% of 400,000 active; further: potency means the concentration at half of the fitted maximal effect; on the % scale 0 is the no-effect control and ±100 the full control effect
#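 Inhibition of 10 nM Pol kappa is measured by a fluorescent read-out at 0 and 10 min following addition of 50 nM substrate (final), with a 15-min room-temperature compound preincubation.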
# APEX1 inh: inhibitors of human APE1 endonuclease; P27695; recombinant APE1, TAMRA/BHQ-2 abasic DNA cleavage fluorescence; Potency, µM (highest dose often 65.8 µM), for inactives: at the top dose activity change, negative = inhibition, most hits filed as inhibitors; 0.35% of 350,000 active;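 further: potency means the concentration at half of the fitted maximal effect; plate controls were vehicle for no effect and reference inhibitor for full effect; nearly all actives have a fitted effect of over 55% in size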
# Target sequence (P27695 whole entry, looked up): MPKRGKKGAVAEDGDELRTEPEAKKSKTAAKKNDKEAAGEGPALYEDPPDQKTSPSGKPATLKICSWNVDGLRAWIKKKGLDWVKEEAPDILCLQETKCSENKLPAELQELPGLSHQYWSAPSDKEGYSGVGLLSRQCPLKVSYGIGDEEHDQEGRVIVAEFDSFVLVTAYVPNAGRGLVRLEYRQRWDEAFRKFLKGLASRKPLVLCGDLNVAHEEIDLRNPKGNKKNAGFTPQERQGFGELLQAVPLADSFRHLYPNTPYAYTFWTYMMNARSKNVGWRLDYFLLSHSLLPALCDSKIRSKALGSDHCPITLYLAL
#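 Substrate: short duplex with […] THF abasic site, 5'-TAMRA and 3'-BHQ-2, 50 nM final. APE1 at 0.75 nM, preincubated 15 min RT with compound. Fluorescence increase from first to third read measured activity.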
# BLM helicase inh: inhibitors of human Bloom syndrome helicase BLM. P54132. recombinant BLM DNA unwinding, fluorescence dequenching. AID 2528. Potency, µM (doses to about 56.1 µM), inactives show at the highest dose activity change, negative = inhibition, usual class: inhibitors. 0.2% of 350,000 active;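 further: potency means the concentration at half of the fitted maximal effect; plate controls were vehicle for no effect and no enzyme for full effect; nearly all actives have a fitted effect of over 35% in size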
# ALOX12 inh: inhibitors of human 12S-lipoxygenase ALOX12 | purified 12hLO, xylenol orange hydroperoxide absorbance | 1.1% of 580,000 active | P18054 | Potency, µM (doses to about 108 µM), without a hit: top-dose activity change, negative = inhibition, actives largely listed as inhibitors; further: potency means the concentration at half of the fitted maximal effect; on the % scale 0 is the no-effect control and ±100 the full control effect
#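 Purified human 12hLO (150 nM final) in 25 mM Hepes, 0.01% Triton X-100, pH 7.0 was preincubated 15 min at room temperature with compound. Then 40 uM arachidonic acid was added, 30 min. Hydroperoxide was read by Fe-XO absorbance ratio 573/405 nm.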
# Anesthetic bind: binds horse apoferritin like a general anesthetic; apoferritin/1-aminoanthracene competitive binding, fluorescence; Potency, µM (doses to about 77.5 µM), for the others: at the top dose activity change, negative = displacement, actives largely listed as inhibitors; P02791; 0.074% of 350,000 active; AID 485281; further: potency means the concentration at half of the fitted maximal effect; on the % scale 0 is the no-effect control and ±100 the full control effect; nearly all actives have a fitted effect of over 20% in size
# Target sequence (P02791 2-175 limits assumed): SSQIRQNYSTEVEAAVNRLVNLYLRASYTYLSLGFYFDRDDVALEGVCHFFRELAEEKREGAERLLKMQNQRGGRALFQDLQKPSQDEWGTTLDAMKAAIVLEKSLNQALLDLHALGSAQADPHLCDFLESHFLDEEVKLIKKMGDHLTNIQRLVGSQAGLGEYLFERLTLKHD
#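 Concentration-response curves derived by four-parameter Hill fitting of normalized fluorescence, where compounds displaced 1-AMA from 10 uM horse apoferritin following a brief 10 min room-temperature incubation; propofol titration acted as positive control.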
# ERG Ets-DNA blk: inhibitors of human ERG Ets domain-DNA interaction | fluorescence polarization, His-ERG Ets domain / labelled DNA | Potency, µM (titrated, usually from 76.9 µM), for inactives: at the highest dose FP activity, negative = inhibition, actives largely listed as inhibitors | 0.028% of 370,000 active | AID 624246; active means well fitted inhibition curve with a large enough effect in the polarisation, with a control signal flat; inconclusive means small, poorly fitted or top-dose-only effect, or effect the other way, or a change in a side signal; inactive means no such curve, though single readings can be large or run the other way; the % refers to the polarisation;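 further: polarization taken with two DNA probes labelled with fluorescein and Texas red; potency means the concentration at half of the fitted maximal effect; % of control where 0% means no effect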
#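 His-tagged ERG Ets domain (1 uM in the protein solution; 300mM KCl, 50mM Tris-HCl, 1mM EDTA, 1mM DTT, pH 7.5) received compound, then a probe mix of 5 nM fluorescein-DNA and 100nM Texas-615-DNA. Fluorescence polarization was read for both dyes.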
# Numbers without * were called inactive; ? = inconclusive; / = not tested or not shown; & = joins results of further samples; [ ] = dose if it differs, or a comment. Unless noted, the call rests on the fitted dose curve; in most records, active means well fitted curve in the direction sought with a large enough effect; inconclusive means small, poorly fitted or top-dose-only effect, or another doubt; inactive means no such curve, though single readings can be large; an effect the other way counts as inactive or inconclusive. These rows are one share of the data (hit frequency here may not be typical).
SMILES,POLI inh,Pol beta inh,TRHR ag,POLK inh,APEX1 inh,BLM helicase inh,ALOX12 inh,Anesthetic bind,ERG Ets-DNA blk
O=[N+]([O-])c1cccc2ncccc12,30.6%[activator],?,-0.5,-6.6%,5.2%,5.6%,-16.0%,-10.0%,4.3%
CS(=O)(=O)N(CC(=O)NCCSC1CCCCC1)c1ccc2c(c1)OCO2,-0.4%,20.4%,-0.7,-13.1%,15.7%,-4.5%,-9.2%,2.9%,0.6%
Cc1ccc(S(=O)(=O)N2CCC(C(=O)N3CCC[C@H]3C(=O)NCc3ccccc3)CC2)cc1,10.7%,1.1%,-1.0,-12.2%,-1.7%,0.0%,0.0%,-8.1%,1.2%
O=C(NCN1C(=O)C2C3C=CC(C3)C2C1=O)OC1CCCCC1 (stereo not given),3.5%,11.9%,0.9,-16.0%,10.8%,-1.6%,0.0%,-9.6%,4.6%
Cc1ccc(S(=O)(=O)N2CCC[C@H]2C(=O)Nc2ccccc2Cl)cc1,18.8%,/,/,-13.0%,41.2%,/,16.0%,/,7.0%
CSc1ncccc1C(=O)Nc1nc2c(C)cccc2s1,-0.1%,41.7%,0.0,-14.9%,10.0%,1.6%,0.0%,-1.9%,-2.2%
COC(=O)[C@@]1(Cc2ccccc2)[C@H]2C(=O)N(C)C(=O)[C@H]2[C@H]2CN=C(SCC3CC3)N21,16.0%,/,/,10.8%,39.8%[activator],/,?,/,-4.4%
O=C(NCCNC(=O)c1ccccn1)c1ccc(F)cc1,6.1%,0.3%,0.9,-1.2%,36.4%,-3.6%,0.9%,3.3%,-2.8%
Cc1cccc(C(=O)Nc2ccccc2SCC(=O)Nc2ccc(C)c(Cl)c2)c1,-2.5%,38.8%,-0.9,-5.7%,2.9%,-2.7%,0.0%,-5.6%,2.0%
O=C(Nc1ncnc2sc3c(c12)CCCCC3)c1ccccc1,7.7%,-1.3%,-1.7,-9.0%,1.4%,-1.7%,0.0%,?,-9.0%
CCCOc1ccc(-c2csc3nc[nH]c(=O)c23)cc1,?,33.2%,-0.3,-18.4%,-0.3%,-6.5%,-2.2%,-14.2%,-1.8%
Cc1ccc(C)c(NC(=O)CNC(=O)N2CC(=O)Nc3ccccc32)c1,31.7%[activator],-1.9%,0.4,-16.6%,-9.6%,0.1%,10.6%,-6.1%,4.6%
CCCCn1c(N)c(N(CCOC)C(=O)c2ccc(N3CCCC3)c([N+](=O)[O-])c2)c(=O)[nH]c1=O,15.3%,/,0.1,-3.3%,13.1%,/,-23.1%,/,-10.8%
CCC(C(=O)Nc1ccc(C)c(Cl)c1)n1c(=O)c(-c2ccccc2NC(C)=O)nc2ccccc21 (stereo not given),-28.5%,2.5%,-1.0,3.2%,/,0.1%,-16.8%,-10.7%,0.9%
CCOc1ccc(NC(=S)c2ccncc2)cc1,-16.5%,11.6%,-0.3,-3.4%,20.4%,-4.2%,?,5.2%,/
CCC1(c2ccc(Cl)cc2)NC(=O)N(CC(=O)NC2CCCC(C)C2C)C1=O (stereo not given),7.8%,/,-0.4,-4.9%,15.4%,/,-27.9%,/,-0.3%
CCC1(c2ccccc2)NC(=O)N(CC(=O)Nc2cccc(C#N)c2)C1=O (stereo not given),-10.6%,?,0.3,-5.0%,3.8%,-4.1%,-3.3%,?,1.1%
CCOC(=O)C1CCCN(C(=O)CSc2nccn2C)C1 (stereo not given),15.5%,31.6%[activator],0.1,-5.3%,?,-5.5%,?,-8.9%,-1.1%
O=C(CCCCl)Nc1c2c(nn1-c1ccccc1)CSC2,32.0%[activator],2.3%,-0.1,-7.0%,18.7%,-1.0%,13.0%,-11.7%,7.0%
O=C(CSc1nnc(-c2cccnc2)n1Cc1ccccc1)N1CCOCC1,11.9%,27.6%,0.7,-5.8%,-0.4%,-2.6%,2.2%,-6.9%,0.6%
Cn1c(SCC(=O)Nc2cccc(O)c2)nnc1-c1ccc(S(=O)(=O)N2CCOCC2)cc1,17.2%,-5.0%,-0.1,0.0%,-2.9%,-0.9%,13.9%,-21.2%,0.9%
CCSc1nc2c(c(=O)[nH]c(=O)n2C)n1CC(O)COc1ccc(Cl)cc1 (stereo not given),?,-13.5%,-1.1,5.7%,/,-2.9%,-17.9%&-10.6%,?,1.8%
CCc1ccc(NC(=O)COC(=O)c2ccc(Cl)c(S(=O)(=O)N3CCCCCC3)c2)cc1,-7.0%,27.3%,0.3,-23.6%,8.0%,-6.3%,24.0%,-5.5%,13.7%
O=C(NCC(=O)N(Cc1cccs1)C(C(=O)NC1CCCCC1)c1ccco1)c1ccco1 (stereo not given),15.5%,5.6%,-0.4,-8.3%,-1.9%,-8.4%,7.7%,-8.6%,7.5%
COc1ccccc1CCN=C(N)NS(=O)(=O)c1ccccc1F,7.7%,5.0%,-1.0,-12.3%,18.4%,1.6%,0.8%,-12.7%,2.1%
C=CCc1c(C)[nH]c2ccc(C)cc2c1=O,11.6%,1.6%,0.6,-8.6%,10.9%,-2.0%,0.0%,3.8%,-25.0%
CCCCn1c(=O)c(CCC(=O)OCC(=O)Nc2cc(Cl)ccc2OC)nc2ccccc21,8.4%,25.2%,0.3,-3.8%,15.4%,-1.1%,-9.8%,-13.2%,-4.6%
COc1ccc(OCC(=O)Nc2ccccc2OC)cc1,6.9%,0.3%,-1.0,-1.4%,0.7%,-0.5%,2.3%,-15.3%,-0.5%
COc1cc(NS(=O)(=O)c2ccc(NC(=O)COc3ccc(Cl)cc3Cl)cc2)nc(OC)n1,?,?,0.2,13.8%,/,-2.2%,-28.1%,-23.9%,-8.4%
COC(=O)NCN1C(=O)C2C3C=CC(C3)C2C1=O (stereo not given),31.2%[activator],-12.8%,0.5,-12.6%,3.1%,-1.2%,23.0%,-6.0%,-9.3%
C=CCNC(=O)CN1C(=O)NC(C)(c2ccc(OC)cc2)C1=O (stereo not given),72.3%[activator],2.6%,0.2,5.0%,21.5%,-2.4%,-18.3%,-8.1%,-1.5%
CC(=O)OCCN1C(=O)c2cccnc2C1=O,1.0%,-0.1%,1.0,-4.4%,4.2%,-1.4%,0.0%,-3.5%,-12.0%
CCOC(=O)N/N=C\c1ccc(C)s1,3.6%,5.0%,-0.3,-16.2%,6.8%,-0.7%,1.1%,-0.5%,1.2%
CC(C)C(NS(=O)(=O)c1ccc2c(c1)oc(=O)n2C)C(=O)N1CCN(C2CCCCC2)CC1 (stereo not given),23.0%,-3.0%,-0.8,-9.3%,0.4%,1.2%,/,-9.7%,6.0%
CN1CCN(NC(=O)C23CC4CC(CC(C4)C2)C3)CC1,-10.3%,-0.4%[57.1 µM],0.9,-2.5%[60.1 µM],1.3%,-1.0%,-1.1%,-4.1%,-3.8%
CN(C(=O)c1ccc(=O)[nH]c1)C1(C(=O)NC2CCCCC2)CCCCC1,16.4%,42.3%,0.6,1.3%,10.5%,-10.8%,0.1%,-6.7%,2.7%
COc1cccc(NC(=S)N/N=C2/CCCCc3ccccc32)c1,81.8%[activator],9.2%,0.8,-12.0%,11.0%,-5.6%,44.7µM*,-3.2%,6.2%
Cc1cc(C)c(OCCOCCn2c(-c3ccc(Cl)cc3)nc3ccccc3c2=O)c(C)c1,5.9%,6.8%,0.0,-11.1%,/,-4.7%,-30.3%,-2.6%,5.5%
COC(=O)Nc1ccc(S(=O)(=O)NC2CCCCC2)cc1,29.2%,8.9%,0.1,-8.2%,13.6%,-4.2%,5.1%,-11.5%,-6.3%
CC(C)c1ccc(NC(=O)C2C3C=CC4(O3)C2C(=O)N(CCN2CCOCC2)C4C(=O)NC2CCCCC2)cc1 (stereo not given),121.9%[activator],2.3%,0.5,-7.0%,11.2%,-2.9%,-24.0%,-0.3%,3.5%
O=C(O)/C=C/C(=O)Nc1cccc2c1-c1ccccc1C2=O,-8.7%,/,/,-14.9%,/,/,-22.4%,/,-7.3%
NC(=O)c1sc2nc(-c3ccco3)ccc2c1N,0.9%,-12.0%,-0.4,-8.2%,?,-7.3%,?,58.2%[activator],12.7%
COc1cc(/C=C/C(=O)NC(C)C)ccc1OCc1ccccc1,81.5%[activator],-16.2%,-0.7,-2.6%,2.4%,0.2%,-8.4%,-0.2%,-8.0%
CN(C(=O)CSCC(=O)O)C1CCCCC1,11.1%,-25.3%,0.2,-12.5%,0.7%,4.3%,-9.4%,1.8%,-0.6%
CCN1C(C(=O)c2ccccc2)=C(Nc2ccccc2C)c2ccccc2S1(=O)=O,-0.8%,-10.2%,1.9,-21.5%,-1.7%,-5.0%,?,-2.8%,-3.7%
Cc1nn(C)c(C(=O)N/N=C/c2cccnc2)c1Cl,-4.7%,1.4%,0.1,-4.7%,-5.0%,-3.2%,6.1%,-1.9%,1.9%

# 3 entries from above, ordered by length of the SMILES, falling:
SMILES,POLI inh,Pol beta inh,TRHR ag,POLK inh,APEX1 inh,BLM helicase inh,ALOX12 inh,Anesthetic bind,ERG Ets-DNA blk
O=C(O)/C=C/C(=O)Nc1cccc2c1-c1ccccc1C2=O,-8.7%,/,/,-14.9%,/,/,-22.4%,/,-7.3%
NC(=O)c1sc2nc(-c3ccco3)ccc2c1N,0.9%,-12.0%,-0.4,-8.2%,?,-7.3%,?,58.2%[activator],12.7%
CN(C(=O)CSCC(=O)O)C1CCCCC1,11.1%,-25.3%,0.2,-12.5%,0.7%,4.3%,-9.4%,1.8%,-0.6%

# Part of the list above, with values under each structure:
# Values in the order: POLI inh, Pol beta inh, TRHR ag, POLK inh, APEX1 inh, BLM helicase inh, ALOX12 inh, Anesthetic bind, ERG Ets-DNA blk
Cc1cc(C)c(OCCOCCn2c(-c3ccc(Cl)cc3)nc3ccccc3c2=O)c(C)c1
    5.9%, 6.8%, 0.0, -11.1%, /, -4.7%, -30.3%, -2.6%, 5.5%
COC(=O)Nc1ccc(S(=O)(=O)NC2CCCCC2)cc1
    29.2%, 8.9%, 0.1, -8.2%, 13.6%, -4.2%, 5.1%, -11.5%, -6.3%

# Screening results as filed in PubChem.
